# PLK1 PBD block: qHTS for Inhibitors of PLK1-PDB (polo-like kinase 1 - polo-box domain): Primary Screen. Serine/threonine-protein kinase PLK1 (Homo sapiens), P53350. Plk1 PBD binding of FITC phosphopeptide, fluorescence polarization. Potency, µM, for the others: max response, negative = inhibition, most hits filed as inhibitors. 360,000 tested, 2.8% active. AID 720504, 2013; also: potency is read from the fitted curve at half-maximal effect; series mostly up to about 57 µM; % is scaled to controls: 0 for no effect and ±100 for the full control effect; nearly all actives have a fitted effect of over 65% in size
# Target sequence (P53350 whole entry, looked up, the tested form may be a part): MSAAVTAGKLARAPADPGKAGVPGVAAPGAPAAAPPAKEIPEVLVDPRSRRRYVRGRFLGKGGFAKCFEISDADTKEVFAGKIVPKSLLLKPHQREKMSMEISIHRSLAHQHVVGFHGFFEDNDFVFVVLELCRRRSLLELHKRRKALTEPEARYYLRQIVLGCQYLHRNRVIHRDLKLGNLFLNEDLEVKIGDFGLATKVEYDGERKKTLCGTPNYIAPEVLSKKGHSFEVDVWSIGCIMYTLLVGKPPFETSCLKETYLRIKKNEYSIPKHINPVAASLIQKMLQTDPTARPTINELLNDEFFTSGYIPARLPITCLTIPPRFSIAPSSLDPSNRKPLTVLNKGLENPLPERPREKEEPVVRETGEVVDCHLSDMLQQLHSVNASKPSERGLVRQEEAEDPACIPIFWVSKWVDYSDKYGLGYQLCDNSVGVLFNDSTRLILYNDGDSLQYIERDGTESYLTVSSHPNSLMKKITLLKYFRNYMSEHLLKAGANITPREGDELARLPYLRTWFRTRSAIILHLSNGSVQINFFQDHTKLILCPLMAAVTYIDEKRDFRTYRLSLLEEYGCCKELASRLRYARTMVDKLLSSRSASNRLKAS
# EPAC1 antagonist: qHTS for Antagonist of cAMP-regulated guanine nucleotide exchange factor 3 (EPAC1): primary screen; Rap guanine nucleotide exchange factor 3 (Homo sapiens), O95398; EPAC1 GEF assay, Rap1b-BODIPY-GDP exchange fluorescence; Potency, µM (titrated, usually from 115 µM), inactives show top-dose activity change, negative = inhibition, usual class: inhibitors; 360,000 tested, 0.14% active; AID 720709, 2013;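 also: potency is read from the fitted curve at half-maximal effect; plate controls were vehicle for no effect and positive control for full effect; nearly all actives have a fitted effect of over 50% in size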
# EPAC2 ag: qHTS for Agonist of cAMP-regulated guanine nucleotide exchange factor 4 (EPAC2): primary screen; Rap guanine nucleotide exchange factor 4 (Homo sapiens), Q8WZA2; EPAC2 activation, biochemical qHTS; response scale: 100% = 6.5 mM cAMP response; Potency, µM (doses to about 154 µM), without a hit: at the highest dose activation, most hits filed as activators; 360,000 tested, 0.079% active; AID 720711, 2013; also: potency is read from the fitted curve at half-maximal effect; nearly all actives have a fitted effect of over 50% in size
#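 In this primary screen, activation is scored as increased exchange of BODIPY-GDP from Rap1B by 100 nM EPAC2, with 50 uM GDP as competitor. Signal is normalized to the 6.5 mM cAMP agonist control.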
# PI5P4Ka inh: qHTS for Inhibitors of phosphatidylinositol 5-phosphate 4-kinase (PI5P4K); AID 652105, 2013; PI5P4Kalpha enzyme, ADP-Glo luminescence, 60 min; hits give low values; max response, %; 330,000 tested, 1.2% active; active = max response of -50% or lower; inconclusive = between -30% and -50%; inactive = -30% or higher; also: value at the top dose of about 77 µM; % is scaled to controls: 0 for no effect and ±100 for the full control effect
# Target sequence (P48426 whole entry, looked up): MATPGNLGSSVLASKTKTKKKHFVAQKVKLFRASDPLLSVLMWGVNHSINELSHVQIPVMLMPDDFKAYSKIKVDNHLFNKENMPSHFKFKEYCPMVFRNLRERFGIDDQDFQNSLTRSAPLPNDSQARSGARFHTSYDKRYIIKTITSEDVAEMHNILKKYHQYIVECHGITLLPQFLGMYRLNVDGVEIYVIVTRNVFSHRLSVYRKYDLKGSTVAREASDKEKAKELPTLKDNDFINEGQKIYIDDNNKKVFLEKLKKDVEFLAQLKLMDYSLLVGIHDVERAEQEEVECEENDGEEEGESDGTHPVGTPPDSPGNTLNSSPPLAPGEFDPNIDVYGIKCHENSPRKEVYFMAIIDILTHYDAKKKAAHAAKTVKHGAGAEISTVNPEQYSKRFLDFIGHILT
#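 Controls without substrate or without enzyme flank wells where PI5P4Kalpha converts substrate using 5 microM ATP (final). Incubation lasts 60 minutes at room temperature; ADP formed is read by ADP-Glo luminescence.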
# EPAC1 agonist: qHTS for Agonist of cAMP-regulated guanine nucleotide exchange factor 3 (EPAC1): primary screen. Potency, µM (top dose mostly 154 µM), for the others: at the top dose activation, hits mostly activators. Rap guanine nucleotide exchange factor 3 (Homo sapiens), O95398. EPAC1 agonist qHTS, biochemical assay; response scale: 100% = response to 6.5 mM cAMP. 360,000 tested, 0.073% active; also: potency is read from the fitted curve at half-maximal effect; nearly all actives have a fitted effect of over 60% in size
#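 Nucleotide exchange by EPAC1 (100 nM) on Rap1B–BODIPY-GDP (250 nM) in the presence of 50 uM GDP is tracked fluorescently at 480/540 nm over 30 min. Signals are normalized to a 6.5 mM cAMP control.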
# IL2 activator: qHTS of IL-2 Activators; IL-2 activation reporter assay, cell-based qHTS; stimulated with anti-CD3/CD4/CD28 beads; in transgenic mouse T cells; activation, % (series mostly up to about 46 µM); 360,000 tested, 0.065% active; AID 652025, 2013; in the data active = activation above about 50%; inconclusive = mostly about 30% to 49%; also: 0% is about no effect
#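 Readout is EGFP and DsRed signal by fluorescent plate cytometry after 18 h at 37 degrees C. Transgenic mouse T cells (750/well) received compound for 60 min before bead stimulation (anti-CD3, anti-CD4, anti-CD28); memory T cells served as non-tolerant control.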
# CCT modulator: High-Throughput Screening for Modulators of Cytosolic Chaperonin Activity | purified chaperonin ATPase assay, HTRF ADP detection, 30 min | activity change, % (no concentration beside the values), hits read low | 360,000 tested, 0.3% active; in the data active = activity change below about -30%; also: % is scaled to controls: 0 for no effect and ±100 for the full control effect
#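 We incubate TRiC, 40 or 20 nM final, with library compounds at 76 uM and 10 uM ATP for 30 min at 37 °C. ADP formed is detected with Transcreener HTRF reagents after 30 min at room temperature.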
# WRN helicase inh: qHTS for Inhibitors of WRN Helicase; Bifunctional 3'-5' exonuclease/ATP-dependent helicase WRN (Homo sapiens), Q14191; AID 651768, 2012; 360,000 tested, 0.46% active; WRN helicase unwinding, fluorescent forked duplex, kinetic; Potency, µM (doses to about 114 µM), for inactives: at the top dose activity change, negative = inhibition, hits mostly inhibitors; also: potency is read from the fitted curve at half-maximal effect; % is scaled to controls: 0 for no effect and ±100 for the full control effect; nearly all actives have a fitted effect of over 55% in size
#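 Screening of the MLSMR collection measured strand separation of a quenched forked DNA duplex (100 nM) by 20 nM WRN with 2 mM ATP, all final. Compounds were preincubated with enzyme 15 min at room temperature.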
# An asterisk follows results filed as active; ? = inconclusive; / = no result given; [ ] = remark or other dose. Unless noted, calls follow the shape of the dose curve; as a rule, active = well fitted curve in the direction sought with a large enough effect; inconclusive = small, poorly fitted or top-dose-only effect, or another doubt; inactive = no such curve, though single readings can be large; an effect the other way counts as inactive or inconclusive.
SMILES,PLK1 PBD block,EPAC1 antagonist,EPAC2 ag,PI5P4Ka inh,EPAC1 agonist,IL2 activator,CCT modulator,WRN helicase inh
O=C(CN1C(=O)COc2ccc(Cl)cc21)Nc1ccc(N2CCOCC2)cc1,0%,17%,-5%,1,-3%,-4.9,0.6,-16%
COc1ccc(NC(=O)c2ccco2)cc1NC(=O)c1c(F)c(F)c(OC)c(F)c1F,-2%,18%,-7%,3,1%,1.4,0.3,-14%[57.1 µM]
CC(C)CCN1NC2(CCC(C)CC2)NC1=S (stereo not drawn),?,19%,7%,6,-6%,-0.8,1.4,-22%
Cc1nn(-c2ccccc2)c(C)c1NC(=O)COC(=O)c1cc(Br)ccc1O,2%,-1%,-7%,-3,-3%,-0.7,2.0,-11%
COC(=O)CCC(C)N1CCC(Oc2ccc(C(=O)NCc3ccccn3)cc2)CC1 (stereo not drawn),-5%,13%,4%,3,11%,-1.7,-3.3,-1%
N/C(=N\OC(=O)CCCCCN1C(=O)c2ccccc2C1=O)c1ccccc1,-3%,-4%,20%,/,18%,-0.6,-1.3,-9%[57.1 µM]
Cc1noc(C)c1CSc1nnc2ccc3ccccc3n12,-7%,14%,5%,/,3%,-1.5,-0.5,5%
Clc1ccc(OCCCCCN2CCOCC2)cc1,7%,24%,-3%,0,-4%,0.2,0.5,-4%
COC(=O)[C@]1(Sc2ccc(C)cc2)CC(=O)N[C@@H]1c1ccco1,-16%,-14%,15%,0,-9%,0.8,-3.1,-1%
CCCC#Cc1ccc2c(c1)COc1c3ccccc3nn1-2,4%,-9%,1%,3,-6%,-0.2,1.7,-5%
CCOC(=O)C1=C(C)N=c2s/c(=C3/C(=O)Nc4ccccc43)c(=O)n2C1c1ccc(C)cc1 (stereo not drawn),-22%,-7%,0%,0,8%,1.1,-1.8,-2%
COc1ccc(C(OC(=O)c2ccco2)C(=O)NCC2CCCO2)cc1 (stereo not drawn),-3%,-23%,-2%,-3,14%,-1.1,-5.3,-3%
C/C(CC(=O)Nc1ccc(N(C)C)cc1)=N\NC(=O)c1ccccn1,-30%,-11%,3%,-10,11%,1.4,-0.7,?
Clc1ccc2nc(SCc3nnc(-c4ccccc4)o3)[nH]c2c1,-2%,-5%,-1%,13,-1%,-0.3,-13,-8%
CCOC(=O)N1CCN(C(=O)c2cc3c(s2)-c2ccccc2OC3)CC1,-2%,15%,3%,-4,-7%,-2.4,0.1,-9%
CN1C2CCC1/C(=C\c1ccccc1F)C(=O)/C2=C/c1ccccc1F,-21%,-9%,6%,4,-2%,-5.2,2.6,-20%
Cc1nc(-c2ccccn2)nc(SCC(=O)c2ccc(F)cc2)c1Cl,-26%,-22%,-3%,1,-17%,-2.4,-2.7,-5%
CCCN1CCN(CCNC(=O)Nc2ccccc2Cl)CC1,0%,-5%,1%,2,1%,0.0,-0.9,-1%
C/C(CC(=O)Nc1cccnc1)=N\NC(=O)C(=O)Nc1cccc(C)c1,-15%,-18%,10%,-10,10%,-1.7,-4.7,-31%[57.1 µM]
Cc1nnc2ccc(N3CCOCC3)nn12,-3%,-3%,-12%[15.6 µM],-3,-4%,2.3,1.9,2%
CC(C)(C)SCCNC(=O)CN(c1ccc(F)c(Cl)c1)S(C)(=O)=O,0%,3%,2%,/,1%,0.9,-2.9,0%
CCCCn1nnnc1C(c1cc2ccccc2o1)N1CCN(c2ccncc2)CC1 (stereo not drawn),-10%,-6%,8%,0,-8%,-0.7,-2.6,2%
O=C(CP(=O)(c1ccccc1)c1ccccc1)Nc1cccc(CP(=O)(c2ccccc2)c2ccccc2)c1,-13%,-19%,14%,-9,3%,2.1,-0.4,-34%
CC(C)NC(=O)NNC(=O)c1nn(-c2ccc(F)cc2)ccc1=O,0%,10%,2%,-7,1%,0.2,-2.5,2%
CC1CCCCC1=NNC(=O)c1ccccc1 (stereo not drawn),-10%,-2%,10%,1,5%,-0.1,-1.3,3%
O=C(Nc1ccc(N2CCN(C(=O)c3ccco3)CC2)cc1)c1ccc2c(c1)OCO2,-9%,0%,10%,-4,4%,-2.6,-2.6,-4%
CC1(C)S[C@@H]2[C@H](NC(=O)COc3ccccc3)C(=O)N2C1C(=O)OCC1CCCCC1 (stereo partly drawn),4%,-13%,0%,0,4%,-0.4,-5.8,-2%
COc1ccc(Nc2ccccc2N)cc1,6%,-5%,-6%,-6,3%,1.2,-2.3,?
C1CC(CN2CCOCC2)CN(Cc2nc(CC3CC3)no2)C1 (stereo not drawn),3%,0%,6%,5,10%,-1.1,-4.0,-1%
O=S(=O)(c1cccc(Br)c1)N1CCN(c2ccnc3cc(Cl)ccc23)CC1,-2%,-7%,1%,7,8%,-0.2,-2.4,-15%
CC(=O)N1c2ccccc2C(CBr)=CC1(C)C,3%,-2%,7%,-6,2%,1.2,1.6,-2%
COc1ccccc1C(=O)N/C(=C\c1ccc(Br)cc1)C(=O)NCCCO,-9%,-21%,10%,1,8%,0.1,0.1,8%
CC(C)c1cc(N=NC(N)=O)cc(C(C)C)c1O,?,-9%,-9%,6,-11%,-0.7,-0.1,-1%
O=C(NC1CCSc2ccccc21)c1c(F)cccc1Cl (stereo not drawn),0%,5%,1%,1,-12%,-2.2,0.4,14%
Cc1ccc(S(=O)(=O)N2CCN(C(=O)CSc3nnc(C)c(=O)[nH]3)CC2)cc1,-9%,6%,-10%,2,2%,-0.9,2.6,-8%[57.1 µM]
O=[N+]([O-])c1ccc(OCc2cnc(Cl)s2)c([N+](=O)[O-])c1,?,-7%,5%,1,2%,1.5,0.4,-16%
c1ccc(-c2oc3ncnc(NCCCN4CCOCC4)c3c2-c2ccccc2)cc1,16%,-24%,-7%,-4,7%,-3.3,1.1,-1%
CC(C)=N/N=C(\N)SCc1ccccc1,-8%,-20%,-4%,1,11%,-3.5,3.1,-25%
COc1ccc(C(=O)ON=C2CCN(c3ccc([N+](=O)[O-])cc3)CC2)cc1,-10%,-10%,-2%,/,7%,-1.5,-1.9,-4%
CCn1c(SCC(=O)NC(C)(C)C)nnc1-c1ccccn1,-7%,3%,9%,12,1%,0.2,-4.3,12%
CC(C)(C)OC(=O)C1C(=O)CC(C)(O)C(C(=O)OC(C)(C)C)C1c1cccnc1 (stereo not drawn),-8%,19%,12%,0,3%,-3.5,1.2,-9%
COc1ccccc1N1CCN(C(=O)c2cccc3c(=O)c(C)c(-c4ccccc4)oc23)CC1,2%,-7%,1%,-1,-6%,-2.0,-2.4,3%
N#CC1(NC(=O)COC(=O)c2nc(Cl)ccc2Cl)CCCCC1,-4%,-4%,6%,-5,-7%,-3.2,-4.6,9%
Cc1cccc(NC(=O)COC(=O)CSc2ccccc2)c1C,-2%,-19%,-2%,3,2%,1.1,-2.2,-4%
O=S(=O)(Nc1ccccn1)c1ccc(C2CCCCC2)cc1,-9%,1%,-2%,/,-2%,-1.3,1.6,-11%
CC(C)C(CCNC1CCN(C)CC1)c1ccc(Cl)cc1 (stereo not drawn),-5%,7%,8%,-2,1%,-3.9,-2.8,10%
CCn1nc(C(=O)NNC(=O)c2cc(Cl)ccc2OC)c2ccccc2c1=O,-10%,0%,11%,5,?,-0.5,-11,2%
O=C(CN(C(=O)CCC(=O)Nc1ccccn1)c1ccc(F)cc1)NCc1ccco1,-2%,18%,5%,3,1%,0.7,1.1,3%
O=C(CCn1c(=O)[nH]c2ccccc2c1=O)Nc1ccccc1,-10%,6%,-5%,/,4%,-0.9,0.0,9%
Cc1ccc(NC(=O)c2ccccc2OCC(=O)c2ccc(F)cc2)cc1,-10%,-16%,-3%,6,-9%,-0.8,-0.9,-1%
CC(=O)c1cccc(NC(=O)C2CC(=O)N(CCc3ccccc3)C2)c1 (stereo not drawn),-3%,3%,0%,1,-4%,-3.4,0.2,3%
Cc1ccccc1-n1nc2c(c1NC(=O)C1CC1)CS(=O)(=O)C2,-6%,1%,3%,1,-1%,-1.2,-5.0,5%
CC(=O)C1(C)C(=O)N(c2ccc(F)cc2)C(=O)N1c1ccc(F)cc1 (stereo not drawn),-5%,-6%,7%,0,4%,-4.1,0.9,2%
CC1CCCCC1NC(=O)COC(=O)c1ccc2ccccc2n1 (stereo not drawn),7%,2%,-11%,2,9%,-0.9,-0.8,-2%
O=C(CSc1ccc2nnc(-c3cccnc3)n2n1)Nc1cccc(F)c1,-6%,15%,11%,4,3%,3.0,-12,-3%
O=C1c2ccccc2NC(c2cccc(O)c2)N1NS(=O)(=O)c1ccccc1 (stereo not drawn),-14%,3%,10%,-2,7%,-0.1,-0.6,-2%
Nc1ccccc1OCCOc1ccccc1N,1%,-25%,-8%,20,-14%,5.9,-2.9,2%
COc1cccc(CNC(=O)Cn2ccc3cc(S(=O)(=O)N4CCC(C)CC4)ccc32)c1,9.5µM*,-7%,5%,-4,9%,4.0,-0.1,-12%
COc1ccc2[nH]c(=O)c(CN(C(=O)c3ccco3)C3CCCCC3)cc2c1,-8%,-5%,2%,1,6%,-2.5,-1.3,-10%

# With a hit mark in PLK1 PBD block, of those listed so far:
SMILES | PLK1 PBD block | EPAC1 antagonist | PI5P4Ka inh | CCT modulator | WRN helicase inh
COc1cccc(CNC(=O)Cn2ccc3cc(S(=O)(=O)N4CCC(C)CC4)ccc32)c1 | 9.5µM* | -7% | -4 | -0.1 | -12%

# By substructure: the entries above containing a nitro group on carbon.
SMILES,PLK1 PBD block,EPAC1 antagonist,EPAC2 ag,PI5P4Ka inh,EPAC1 agonist,IL2 activator,CCT modulator,WRN helicase inh
O=[N+]([O-])c1ccc(OCc2cnc(Cl)s2)c([N+](=O)[O-])c1,?,-7%,5%,1,2%,1.5,0.4,-16%
COc1ccc(C(=O)ON=C2CCN(c3ccc([N+](=O)[O-])cc3)CC2)cc1,-10%,-10%,-2%,/,7%,-1.5,-1.9,-4%

# Compound activity (PubChem)

# A portion of the library, so the mix of outcomes need not match the whole.
